# C1s block – blocks human complement C1s protease activity; purified C1s, fluorogenic AMC substrate, pooled mixtures; P09871; mean inhibition % of two 10-compound mixtures (active compounds read high), % at 5 µM (by protocol); AID 538; 0.16% of 62,000 active;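 active = inhibition above 20% in each of the two 10-compound mixture wells holding the compound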;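 also: 0% = enzyme wells lacking compound mixture and 100% = no-enzyme blank wells; some compounds called inactive have numbers as strong as hits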
# CatL inh – inhibitors of human cathepsin L | purified cathepsin L, fluorogenic substrate, fluorescence | inhibition, %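 (tested at 10 µM)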 | 0.17% of 58,000 active; in the data active = inhibition above about 45%;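 also: 0% = enzyme with no compound and 100% = no enzyme blank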
# Target sequence (P07711 114-288 limits assumed): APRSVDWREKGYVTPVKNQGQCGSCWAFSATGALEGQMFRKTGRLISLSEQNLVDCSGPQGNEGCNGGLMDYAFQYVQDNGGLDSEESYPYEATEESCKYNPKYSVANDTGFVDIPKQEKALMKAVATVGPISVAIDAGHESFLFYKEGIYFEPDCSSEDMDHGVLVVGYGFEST
# Target sequence (P07711 292-333 limits assumed): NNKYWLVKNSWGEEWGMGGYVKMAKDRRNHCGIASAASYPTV
# PKA kinase inh – inhibitors of human protein kinase A; PKA Kemptide phosphorylation, Kinase-Glo ATP luminescence; 0.1% of 65,000 active; inhibition, % at 6 µM;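 active = inhibition above the screen-wide mean inhibition plus 3 SD, cut at about 21% in these data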; also: many of its hits are not listed in these tables
# CatS inh – human cathepsin S inhibition | P25774 | recombinant cathepsin S, AMC dipeptide fluorescence, pooled mixtures | inhibition, %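 (tested at 5 µM per compound within 10-compound mixtures)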 | 0.06% of 62,000 active | AID 501; in the data active = inhibition above about 32%, passing the limit was not always enough;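 also: 0% = enzyme without compound and 100% = blank without enzyme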
# ROCK2 inh – blocks human Rho kinase 2 activity; O75116; purified ROCK2, Kinase-Glo ATP depletion luminescence; inhibition, % at 6 µM; 0.35% of 60,000 active; AID 604;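 active = inhibition above the screen-wide mean inhibition plus 3 SD, cut at about 18% in these data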;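 also: plate controls were DMSO wells for no effect and Y-27632 control wells after no-enzyme background subtraction for full effect; many of its hits are not listed in these tables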
# JNK3 inh – JNK3 (human) kinase inhibition; purified JNK3 kinase activity, HTS; inhibition, % at 8 µM; P53779; 0.61% of 60,000 active; in the data active = inhibition above about 17%;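 also: 0% = DMSO and 100% = reference inhibitor; many of its hits are not listed in these tables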
# FXIa inh mix – factor XIa (human) inhibition, mixture screen; P03951; purified FXIa, fluorogenic substrate, pooled mixtures; inhibition, % at 5 µM; 0.19% of 62,000 active;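 also: each value is inhibition by a whole ten-compound pool holding the compound; 0% = enzyme with no mixture and 100% = wells lacking enzyme; strong numbers were not always called active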
# Target sequence (P03951 19-387 limits assumed): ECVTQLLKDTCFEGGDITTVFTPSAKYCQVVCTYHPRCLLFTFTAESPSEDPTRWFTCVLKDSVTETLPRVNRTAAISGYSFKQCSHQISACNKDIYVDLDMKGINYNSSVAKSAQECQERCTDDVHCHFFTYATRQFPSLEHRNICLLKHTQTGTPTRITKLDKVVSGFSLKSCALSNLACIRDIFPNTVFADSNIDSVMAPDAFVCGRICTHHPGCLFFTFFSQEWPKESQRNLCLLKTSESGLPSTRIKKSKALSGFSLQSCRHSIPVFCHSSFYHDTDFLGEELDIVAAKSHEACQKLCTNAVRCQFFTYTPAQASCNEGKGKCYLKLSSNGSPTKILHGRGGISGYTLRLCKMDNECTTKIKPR
# Target sequence (P03951 388-625 limits assumed): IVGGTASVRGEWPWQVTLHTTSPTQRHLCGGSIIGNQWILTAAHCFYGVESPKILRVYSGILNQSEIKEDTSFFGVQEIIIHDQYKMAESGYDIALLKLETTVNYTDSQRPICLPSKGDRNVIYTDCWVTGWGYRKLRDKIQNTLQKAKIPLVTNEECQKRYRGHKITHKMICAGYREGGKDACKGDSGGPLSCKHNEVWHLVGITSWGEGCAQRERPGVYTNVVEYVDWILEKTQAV
# Cathepsin G inh – cathepsin G (human) inhibition; P08311; purified enzyme, AMC-tetrapeptide fluorescence, pooled mixtures; inhibition, % at 5 µM (by protocol); 0.2% of 62,000 active; AID 581;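 active = inhibition above 20% in each of the two mixture wells holding the compound; inactive = inhibition of 20% or less in either well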;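 also: 0% = enzyme control without mixture and 100% = blank lacking enzyme; strong numbers were not always called active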
# Target sequence (P08311 21-244 limits assumed): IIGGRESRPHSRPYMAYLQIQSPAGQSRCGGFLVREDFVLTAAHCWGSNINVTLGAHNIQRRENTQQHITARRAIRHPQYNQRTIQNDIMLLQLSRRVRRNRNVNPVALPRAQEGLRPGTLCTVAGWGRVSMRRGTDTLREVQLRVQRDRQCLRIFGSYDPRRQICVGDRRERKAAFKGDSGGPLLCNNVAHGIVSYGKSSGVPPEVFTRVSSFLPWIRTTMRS
# FXIIa inh mix – inhibitors of human coagulation factor XIIa, pooled mixtures. inhibition, % at 5 µM. purified FXIIa, fluorogenic substrate. 0.2% of 62,000 active;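 also: 0% = enzyme without compound and 100% = no enzyme blank; some results filed as inactive read as strong as hits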
# Starred values were filed as active, the others as inactive; nt = no result given. Rule as the data show it, unless noted: active = inhibition above about 20% (passing the limit was not always enough); inactive = the rest.
C1s block	CatL inh	PKA kinase inh	CatS inh	ROCK2 inh	JNK3 inh	FXIa inh mix	Cathepsin G inh	FXIIa inh mix	Molecule
-25	9	2	-2	3	-4	1	-14	9	COc1cccc(NC(=O)Cc2c(O)c3ccccc3[nH]c2=O)c1
-60	15	0	7	-1	-3	5	-10	2	COc1ccc(N(CC(=O)N2CCc3ccccc3C2)S(=O)(=O)c2c(C)nn(C)c2C)cc1
-32	3	7	2	-5	-2	5	5	-15	CN(C)CCNC(=O)C12CC3(C)CC(C)(CC(C)(C3)C1)C2
-5	17	4	17	1	-8	7	-2	7	Nc1nnc(CC(=O)N2CCCCC2)s1
-3	-1	6	4	18*	0	0	11	4	O=C1NC(=O)c2cc(NC(=O)C3CCCCC3)ccc21
1	7	0	-8	-3	1	2	-5	-8	CCC(C)[C@H](NC(=O)NC1CC1)C(=O)O (some centres undefined)
-40	11	-5	8	0	-3	1	10	0	COc1cccc(NC(=O)CC2SC(=Nc3ccccc3)NC2=O)c1 (centres undefined)
-85	7	3	7	4	-2	-14	1	7	CCOC(=O)N1CCC(N2Cc3cccc(C(=O)O)c3C2=O)CC1
11	2	14	0	4	-1	5	9	0	O=C(CSc1nnc(-c2cccnc2)o1)Oc1ccccc1
4	8	7	4	5	13	3	2	3	CSc1nc(N)nc(SCC(=O)c2ccccc2)c1C#N
4	2	0	3	nt	nt	11	8	0	O=C(CSc1nc2ccsc2c(=O)n1NC(=O)c1ccccc1)Nc1nccs1
0	-3	3	10	0	0	6	2	5	CS(=O)(=O)N(CCC(=O)O)Cc1ccccc1
-2	10	0	21	1	-3	4	-6	4	O=C1CSC(c2ccccn2)N1Cc1cn2ccccc2n1 (centres undefined)
9	2	5	-4	4	0	3	8	8	CC12C(=O)N(c3ccccc3C(=O)O)C(=O)C1C1C=CC2C1 (centres undefined)
3	-4	6	0	11	3	5	6	2	O=C(NC1CCN(C(=O)NCc2ccccc2)CC1)c1ccco1
-10	7	6	-6	4	6	-2	6	-3	CCOC(=O)c1cc(=O)n2[nH]c(-c3ccc(C)cc3)cc2n1
-167	14	7	-10	5	5	-25	-13	6	Cc1cc(Nc2ccccc2F)n2nc(C)nc2n1
3	9	12	-2	6	4	13	10	4	Cc1ccc(-c2nnn(CC(=O)N(CC(=O)NC(C)C)c3cnc4ccccc4c3)n2)o1
5	12	4	-4	-1	-4	4	2	4	CCc1c(C)nc2ncnn2c1N1CCC(C(=O)Nc2ccccc2)CC1
-7	2	9	22	4	-9	-1	-10	0	O=C(CCNS(=O)(=O)c1ccccc1F)NCc1ccc2c(c1)OCO2
4	-8	7	-7	7	7	4	8	-5	O=C(NCc1ccccn1)c1cc2ccccn2n1
0	-11	10	-3	5	-4	-2	8	8	CCc1cc2c(=O)c(-c3nc4ccccc4n3C)c(C)oc2c(CN2CCN(CCO)CC2)c1O
-14	-2	-2	-2	nt	nt	-2	5	10	COc1ccc(N2C(=O)C3C4C=CC(C4)C3C2=O)c(OC)c1 (centres undefined)
5	-7	6	8	4	-2	15	38	-2	CCCn1cnc2c(c1=O)c1nc3ccccc3nc1n2CCC1=CCCCC1
-1	4	12	19	4	1	7	-3	4	CC(=O)N1CN(C2CCS(=O)(=O)C2)Cc2c1sc1c2CCCC1 (centres undefined)
5	-19	8	-6	5	0	11	1	11	COc1ccc(NC(=O)C2CCN(C(=O)c3ccccc3)CC2)cc1OC
-1	0	4	3	0	-6	9	-2	6	Cc1ccc(Cn2c(-n3nc(C)cc3C)nc3c2c(=O)[nH]c(=O)n3C)cc1
nt	7	5	nt	4	3	nt	nt	nt	Cc1cc2c(c(=O)n1Cc1ccccn1)C(c1ccc3c(c1)OCO3)C(C#N)=C(N)O2 (centres undefined)
-14	31	4	-1	5	-3	4	8	7	Brc1cccc(-c2nnc(-c3ccccc3)o2)c1
16	8	11	-3	7	4	1	10	5	CCC(=O)Nc1nonc1-c1nc2ccccc2n1Cc1ccccc1
19	20	4	5	-1	0	10	8	-15	C=CCSc1nnc(-c2cccnc2)o1
5	10	7	17	nt	nt	-3	11	12	CN1C(=O)c2ccccc2C(C(=O)NCCCN2CCCC2=O)C1c1c[nH]c2ccccc12 (centres undefined)
-40	23	4	19	5	-2	-1	-6	4	C=CCn1c(=O)c2c(nc3n2CC(C)CN3c2cccc(OC)c2)n(C)c1=O (centres undefined)
4	nt	10	0	4	0	0	7	8	Cn1c(Cn2c(=O)sc3ccccc32)nnc1SCC(=O)N1CCOCC1
6	1	8	0	7	-4	3	10	6	Cc1nnc(SCC(=O)Nn2cnnc2)s1
-96	6	0	6	-4	-4	-32	-11	-17	CCC(=O)N(Cc1cc2c(C)ccc(C)c2[nH]c1=O)C1CCCCC1
-14	15	-5	-6	-11	-7	9	-2	12	N#CCCN1CCN(S(=O)(=O)c2ccc(S(=O)(=O)N3CCCC3)cc2)CC1
-24	nt	8	20	2	-2	8	18	2	O=C(Nc1nnc(-c2cccs2)o1)c1cccc(F)c1
-3	2	11	0	7	5	2	9	3	O=C1CC(N2CCN(Cc3ccc4c(c3)OCO4)CC2)C(=O)N1CCc1ccccc1 (centres undefined)
6	2	-3	-1	0	-7	2	9	15	O=C(C1CCC(N2C(=O)C3CC=CCC3C2=O)CC1)N1CCCCC1 (centres undefined)
3	-2	14	0	8	-1	-1	13	0	CC(=O)NC(Cc1c[nH]c2ccccc12)C(=O)N1CCc2ccccc2C1 (centres undefined)
-17	5	5	9	1	3	-7	4	-1	CCCCOc1ccccc1C1NC(=O)NC(C)=C1C(=O)OCCOC (centres undefined)
12	-1	2	-5	nt	nt	-1	12	5	CCOC(=O)CNC(=O)C(NC(=O)C1CCC(C)CC1)C(C)CC (centres undefined)
4	-3	4	3	0	9	12	12	15	N#CC1(C#N)C2=C(CCCC2)NC(c2ccccc2)C1(C#N)C#N (centres undefined)
-107	-9	-1	-4	8	-3	-3	-10	-17	COc1ccccc1N1CCN(C(c2cc3ccc(C)cc3[nH]c2=O)c2nnnn2C2CCCC2)CC1 (centres undefined)
-23	31	6	22	3	8	1	-7	14	CCN1CCN(Cc2nc(N)nc(Nc3ccc(C)c(C)c3)n2)CC1
14	6	10	-2	11	-1	5	8	-3	O=C(CN1C(=O)CSC1=O)NC1CCCCC1
-1	26	10	2	nt	nt	-1	11	7	COc1cc2c(C(=O)NCc3ccccn3)cn(C)c(=O)c2cc1OC
-1	nt	13	6	6	10	22*	8	-5	CC(C)n1nnnc1SCC(=O)NCc1ccco1
4	14	-9	4	-10	-1	-4	2	-2	O=C(CN(C(=O)CCC(=O)Nc1ccccn1)c1ccc2c(c1)OCO2)NCc1ccco1

# (cont.)
C1s block	CatL inh	PKA kinase inh	CatS inh	ROCK2 inh	JNK3 inh	FXIa inh mix	Cathepsin G inh	FXIIa inh mix	Molecule
-3	-5	-6	-4	-3	-3	11	10	1	O=C1C2C3C=CC(C3)C2C(=O)N1c1ccc2c(c1)OCO2 (centres undefined)
-6	3	8	-5	6	-6	-2	-3	8	Cn1c(SCC(=O)Nc2ccccc2)nc(O)cc1=O
16	5	3	5	3	2	8	9	-1	O=c1[nH]n(-c2ccccn2)c(=O)c2ccccc12
18	-2	1	0	6	-4	4	10	1	Cc1cc(C)nc(SCC(=O)O)n1
-29	3	3	9	11	3	0	4	2	COC(=O)c1c(NC(=O)c2ccco2)sc(C)c1C
18	nt	0	6	nt	nt	2	10	1	CCOC(=O)c1cnc2ccccc2c1NCCO
8	nt	-1	-2	nt	nt	5	9	-16	O=C(O)c1cc2cc(Cl)ccc2oc1=O
1	-14	2	15	2	11	1	10	-21	CC(=O)N=c1sc2nc3ccccc3nc2n1N(C(C)=O)C(C)=O
-4	-10	-5	-6	-6	0	9	-1	7	CCN(CC)S(=O)(=O)c1cc(C(=O)Nc2ccccc2C(=O)O)ccc1OC
11	-5	-3	2	6	-2	5	9	8	CCOC(=O)N1CCN(c2cc(C)c(C(C)=O)cc2F)CC1
10	9	5	10	6	2	-3	7	2	CC1CCCN(C(=O)CNC(=O)Cn2ccc3ccccc3c2=O)C1 (centres undefined)
-18	1	7	1	2	-2	-5	-13	-2	Cn1cc(Cl)c(C(=O)N(Cc2ccccc2)c2ccccn2)n1
21	23	10	7	10	5	3	15	4	CCCS(=O)(=O)N1CCC(C(=O)N2CCN(Cc3ccccc3)CC2)CC1
6	1	11	-5	5	-5	7	9	7	COc1ccc(C2C(C#N)=C(N)OC3=C2C(=O)CC(C)(C)C3)c(OC)c1OC (centres undefined)
-25	-3	1	-1	1	1	7	11	4	CC(=O)Nc1c(O)nc(SCC(=O)N2CCN(c3ccc(F)cc3)CC2)[nH]c1=O
-15	8	2	-8	1	-2	1	-8	1	CC(C)CCNC(=O)CN(Cc1ccc2c(c1)OCO2)C(=O)Cn1nnc(-c2cccs2)n1
-1	-3	-1	-6	1	0	11	11	15	CCOC(=O)c1cc(=O)n2nc(-c3ccc(C)cc3)nc2s1
-1	19	-7	12	-1	-6	2	-1	0	Cn1c(=O)cc(OCCCC(=O)N2CCN(Cc3ccc4c(c3)OCO4)CC2)c2ccccc21
2	1	5	9	6	4	1	2	1	C=CCOc1ccc(C2c3c(oc4ccccc4c3=O)C(=O)N2CCCN2CCOCC2)cc1 (centres undefined)
8	-5	3	-15	5	3	6	9	15	CCC1CCCCN1C(=O)N[C@@H](CCSC)C(=O)OC (some centres undefined)
-2	3	-3	-9	3	-1	1	10	6	CCCCOC(=O)Nc1ccc(S(=O)(=O)Nc2cc(C)nc(C)n2)cc1
-1	-2	2	7	-3	-4	1	8	2	Cc1cc(C)n(-c2nc3c(c(=O)[nH]c(=O)n3C)n2CC(O)COc2ccccc2C)n1 (centres undefined)
1	3	4	-1	1	-5	-4	10	8	Cc1noc(C)c1S(=O)(=O)N1CCN(Cc2ccc3c(c2)OCO3)CC1
5	-1	-2	12	1	-1	4	10	-19	Cc1ccc(NC(=O)CCn2nc(C)cc2C)c(C)c1
-109	12	-2	-15	-5	-5	-28	-22	8	Nc1nnc(SCCOc2ccccc2)s1
-26	-6	1	-4	-2	-6	11	0	-21	COn1c(SCC(=O)N(C)C)nc2ccccc2c1=O
15	22	14	7	6	7	3	8	-12	O=C(CN1C2=NCCN2c2ccccc21)c1ccco1
9	-1	14	-1	6	-4	6	9	-11	COc1cc(C2C3C(=O)N(c4ccccc4)C(=O)C3ON2c2ccccc2)cc(OC)c1OC (centres undefined)
6	7	11	2	7	4	5	8	5	CS(=O)(=O)N1CCN(C(=O)c2ccccc2F)CC1
9	13	-1	11	5	-5	1	5	14	CC1OC(Nc2ccc(OC(F)(F)F)cc2)C(O)C(O)C1O (centres undefined)
11	7	8	3	5	-2	10	10	5	CCN(CC)S(=O)(=O)c1ccc(O)c(C(=O)OCC(=O)N(C)Cc2ccccc2)c1
-4	4	2	-3	-2	-1	5	-3	4	Cc1ccc(NC(=O)C2CC(=O)NC(N3CCc4ccccc43)=N2)cc1 (centres undefined)

# Two compounds picked at random from those above:
C1s block	CatL inh	PKA kinase inh	CatS inh	ROCK2 inh	JNK3 inh	FXIa inh mix	Cathepsin G inh	FXIIa inh mix	Molecule
-4	4	2	-3	-2	-1	5	-3	4	Cc1ccc(NC(=O)C2CC(=O)NC(N3CCc4ccccc43)=N2)cc1 (centres undefined)
9	-1	14	-1	6	-4	6	9	-11	COc1cc(C2C3C(=O)N(c4ccccc4)C(=O)C3ON2c2ccccc2)cc(OC)c1OC (centres undefined)

# Single records, from the list above.
# CCN(CC)S(=O)(=O)c1ccc(O)c(C(=O)OCC(=O)N(C)Cc2ccccc2)c1 in the list: C1s block = 11; CatL inh = 7; PKA kinase inh = 8; CatS inh = 3; ROCK2 inh = 5; JNK3 inh = -2; FXIa inh mix = 10; Cathepsin G inh = 10; FXIIa inh mix = 5
# CS(=O)(=O)N1CCN(C(=O)c2ccccc2F)CC1 in the list: C1s block = 6; CatL inh = 7; PKA kinase inh = 11; CatS inh = 2; ROCK2 inh = 7; JNK3 inh = 4; FXIa inh mix = 5; Cathepsin G inh = 8; FXIIa inh mix = 5
# Cc1ccc(NC(=O)C2CC(=O)NC(N3CCc4ccccc43)=N2)cc1 (centres undefined) in the list: C1s block = -4; CatL inh = 4; PKA kinase inh = 2; CatS inh = -3; ROCK2 inh = -2; JNK3 inh = -1; FXIa inh mix = 5; Cathepsin G inh = -3; FXIIa inh mix = 4

# Screening results: PubChem BioAssay, several laboratories
